# ER stress death = ER stress cell death inhibition; CSM14.1 thapsigargin ER stress survival, ATP luminescence; relative survival (cellular ATP), % at 15 µg/mL (by protocol); actives 0.33% (n = 48,000); AID 1010;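 active = survival measured by cellular ATP above 50% at 15 µg/ml in the first screen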;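 also: cell death triggered by about 15 µM thapsigargin; ATP read 24 h after thapsigargin was added; plate controls were thapsigargin with DMSO for no effect and DMSO without thapsigargin for full effect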
# The depositor's hits bear a star. Not all compounds are listed; the hit share may differ from the screen's.
# Start of the listing, in advance, five compounds:
SMILES,ER stress death
COc1cc([N+](=O)[O-])cc(/C=C2/C(=O)NC(=O)N(c3cccc(C)c3)C2=O)c1O,2
COc1ccc(C2/C(=C(\O)c3ccc([N+](=O)[O-])cc3)C(=O)C(=O)N2CCCCCC(=O)O)cc1OC (stereo not drawn),0
O=C(Cc1ccc(Cl)cc1)Nc1ccccc1I,10
O=C(Nc1ccc(-c2nc3ncccc3o2)cc1)c1ccc(-c2ccc(Cl)cc2Cl)o1,20
O=C1CC(c2ccccc2)=NN1c1nc2ccccc2s1,0

# This part in full (from the top)
SMILES,ER stress death
COc1cc([N+](=O)[O-])cc(/C=C2/C(=O)NC(=O)N(c3cccc(C)c3)C2=O)c1O,2
COc1ccc(C2/C(=C(\O)c3ccc([N+](=O)[O-])cc3)C(=O)C(=O)N2CCCCCC(=O)O)cc1OC (stereo not drawn),0
O=C(Cc1ccc(Cl)cc1)Nc1ccccc1I,10
O=C(Nc1ccc(-c2nc3ncccc3o2)cc1)c1ccc(-c2ccc(Cl)cc2Cl)o1,20
O=C1CC(c2ccccc2)=NN1c1nc2ccccc2s1,0
COc1ccc(O)c(/C=C2\SC(=S)N(Cc3ccccc3)C2=O)c1,3
COc1ccc([N+](=O)[O-])cc1N(CC(O)CN1CCCCC1)S(=O)(=O)c1ccccc1 (stereo not drawn),-4
O=c1c2c(nc3cc(-c4ccc(Cl)cc4)[nH]n13)CCCC2,-5
O=C(/C=C/c1cccs1)N1CCN(Cc2ccccc2)CC1,-3
O=C1CC(N2CCN(C/C=C/c3ccccc3)CC2)C(=O)N1c1ccc(Cl)c(Cl)c1 (stereo not drawn),3
O=c1cc(N2CCOCC2)c2ccccc2s1,8
NS(=O)(=O)c1ccc(NC(=O)c2c(Cl)cccc2Cl)cc1,-3
O=C1/C(=C\c2cccs2)SC(=S)N1CCC(=O)N1CCCc2ccccc21,-3
CCOC(=O)c1cc(C)sc1NC(=O)c1sc2cc(F)ccc2c1Cl,3
CCCOc1ccc(C(=O)c2ccc(F)cc2)cc1OCCC,10
CCn1ccnc1C(O)c1ccc(OC)c(OC)c1 (stereo not drawn),-3
Cc1cc(C(=O)Nc2ccccc2C(=O)O)ccc1NC(=O)C(C)(C)C,0
COC(=O)c1ccccc1NC(=O)COc1cc(C)ccc1C(C)C,4
C/C(=C\C(=O)ONC(=O)c1ccccc1)NCc1ccccc1,4
CCOC(=O)c1c(NC(C)=O)sc2cc(C(C)(C)C)ccc12,0
O=C(Nc1cccc(Br)c1)Nc1ccc2nccnc2c1,-5
Cc1ccccc1OCC(O)CNS(=O)(=O)c1ccccc1C(=O)O (stereo not drawn),-3
CC(=O)c1ccc(NC(=O)c2ccc(Cl)c([N+](=O)[O-])c2)cc1,8
COc1ccc(C2Nc3ccccc3NC3=C2C(=O)CC(C)(C)C3)cc1OCc1ccccc1 (stereo not drawn),7

# 5 neighbouring records out of the list so far, for reference:
SMILES,ER stress death
CCOC(=O)c1c(NC(C)=O)sc2cc(C(C)(C)C)ccc12,0
O=C(Nc1cccc(Br)c1)Nc1ccc2nccnc2c1,-5
Cc1ccccc1OCC(O)CNS(=O)(=O)c1ccccc1C(=O)O (stereo not drawn),-3
CC(=O)c1ccc(NC(=O)c2ccc(Cl)c([N+](=O)[O-])c2)cc1,8
COc1ccc(C2Nc3ccccc3NC3=C2C(=O)CC(C)(C)C3)cc1OCc1ccccc1 (stereo not drawn),7

# Later entries
SMILES,ER stress death
CCOC(=O)c1[nH]c(=O)[nH]c1CN1CCc2ccccc2C1,9
C=C(C)COc1ccc2oc(C)c(C(=O)OCCOC)c2c1,-1
C=C(C)C(C)(C#CCN1CCOCC1)OC(C)=O (stereo not drawn),8
CN1C2C=C(N(CCc3c[nH]c4ccccc34)C(=O)c3ccccc3)CC1CC2 (stereo not drawn),-3
COC(=O)c1ccc2c(c1)-c1ccc(C(=O)OC)c3cccc-2c13,-5
Cc1ccccc1C(=O)Nc1ccc(S(=O)(=O)Nc2ncccn2)cc1,10
CCOC(=O)C1C2C(=O)N(c3ccc(C)cc3C)C(=O)C12 (stereo not drawn),-1
O=C(Nc1ccc(Cl)cn1)c1ccc(-c2cccc(Cl)c2)o1,7
CCOC(=O)c1ccc2[nH]c(C)c(C)c2c1,0
COc1ccccc1CC1S/C(=N\N=C\c2cccc([N+](=O)[O-])c2)NC1=O (stereo not drawn),9
O=C(NCc1cccnc1)/C(=C/c1ccc(-c2cccc(Cl)c2)o1)NC(=O)c1ccccc1,1
COc1ccc(C2/C(=C(\O)c3ccccc3)C(=O)C(=O)N2CCCCCC(=O)O)cc1 (stereo not drawn),-5
C(=Nc1ccc2c(c1)OCCOCCOc1cc(N=Cc3ccccc3)ccc1OCCOCCO2)c1ccccc1,2
O=c1ccn(Cc2ccccc2)c(=O)n1Cc1ccccc1,13
Cc1ccc(NC(=O)C(=O)NCc2ccccc2Cl)cc1,3
CCC(=O)N1c2ccccc2NC2=C(C(=O)CC(c3ccccc3)C2)C1c1ccc(F)cc1 (stereo not drawn),106*
O=S(=O)(NCc1ccc2c(c1)OCO2)c1ccc(Br)cc1,-3
COc1ccc(C(=O)N2CCN(Cc3ccc(SC)cc3)CC2)cc1,7
Nc1nnc(Cc2ccccc2F)s1,4
COC(=O)c1c(NC(=O)c2ccc(C)c(C)c2)sc2c1CCCCC2,5
CCOC(=O)C1=C(C)OC(N)=C(C#N)C1c1ccc(OC)cc1 (stereo not drawn),0
COc1cccc(N(CC(=O)Nc2cc(C)ccc2C)S(=O)(=O)c2ccccc2)c1,6
COc1ccc(CC(=O)Nc2cccc(Br)c2)cc1OC,6
CC(=O)Cc1cc(O)c2ccccc2c1OC(=O)c1ccccc1,-3
Cc1ccc(N=Cc2cccc(C)c2O)c(O)c1,1
CCSc1nc2sc3c(c2c(=O)n1-c1ccc(OC)cc1)CCC3,12
COc1ccc(-c2cc(=O)oc3c(C)c(OC(C)=O)ccc23)cc1,4
Cc1ccc(/C=C/C(=O)Nc2cccc(C(F)(F)F)c2)o1,2
CN1C(=O)NC(=O)/C(=C\c2cc(Cl)c(OCC(=O)O)c(Cl)c2)C1=O,1
O=C(Nc1ccc2c(c1)oc1ccccc12)c1cc2ccccc2o1,-4
CCc1cc(C)cc(OCCOc2ccc([N+](=O)[O-])cc2/C=C2/SC(=S)N(C)C2=O)c1,5
O=C(Nc1ccccc1)Nc1nnc(CSCc2ccc(Cl)cc2)s1,5
Cc1ccc(OCCCn2ccnc2)c(Cl)c1,-5
Cc1ccc(C(C)C)c(OCC(=O)Nc2ncc(S(=O)(=O)c3ccc([N+](=O)[O-])cc3)s2)c1,7
O=C(O)C1CCCCC1C(=O)NCCC1=CCCCC1 (stereo not drawn),10
O=C(Nc1ccc(Cl)cc1)Nc1nnc(-c2cccs2)s1,2
COc1ccc(N(CC(=O)N/N=C/c2cc(Br)c(C)o2)S(=O)(=O)c2ccc(NC(C)=O)cc2)cc1,7
COC(=O)C1=C(C)N(C)C(C)=C(C(=O)OC)C1c1cccc([N+](=O)[O-])c1,2
Clc1ccc(SCCc2ccncc2)cc1Cl,-1
O=C(O)CN1C(=O)/C(=C2/SC(=Nc3cccc(Cl)c3Cl)NC2=O)c2ccccc21,-4
Cc1ccc(NCC(=O)N/N=C\c2c(Br)cc(Br)c(O)c2Br)cc1,-6
COC(=O)c1ccccc1NC(=O)c1c(C)c(-c2ccc(C)cc2)nc2ccccc12,7
COc1ccc(C)cc1NC(=O)C(=O)NCc1ccccn1,13
O=C(c1cc(Cl)ccc1Cl)N(Cc1ccccc1)c1ccccn1,6
CC(C)C(=O)Nc1ccc(Br)c(NC(=O)c2ccccc2)c1,2
O=C(/C=C/c1ccc(O)cc1)c1ccc(NC2=C(N3CCCCC3)C(=O)c3ccccc3C2=O)cc1,-8
Cc1cccc(C(=O)N(C(=O)c2cccc(C)c2)c2ncccc2C)c1,0
COc1ccc(S(=O)(=O)N2CCN(Cc3ccc(SC)cc3)CC2)cc1,-4
COc1ccc(N2C(=O)CC(N(CCc3ccccc3)C(=S)Nc3ccccc3)C2=O)cc1 (stereo not drawn),-1
COc1ccccc1-n1c(C)ccc1-c1ccccc1,-3
Cc1cc(C)n(C(=O)CCN2C(=O)c3ccccc3C2=O)n1,8
C=CCOc1c(Br)cc(C2C3=C(CC(C)(C)CC3=O)OC3=C2C(=O)CC(C)(C)C3)cc1OCC,9
COc1ccc(OC)c(/C=C2\SC(N3CCCCC3)=NC2=O)c1,8
O=C(/C=C/c1ccc(-c2ccc(Cl)cc2)o1)c1ccccc1,-2
COc1ccccc1C1/C(=C(\O)c2ccc(Cl)cc2)C(=O)C(=O)N1c1cccnc1 (stereo not drawn),2
O=C(/C=C/c1ccc(F)cc1)N1CCN(c2ccc(Cl)cc2)CC1,7
Cc1c(N2C(=O)/C(=C/c3ccc(OC(=O)c4cccc([N+](=O)[O-])c4)cc3)SC2=S)c(=O)n(-c2ccccc2)n1C,3
Cn1c(/C=C(/OC(=O)c2ccc(F)cc2)c2ccc(F)cc2)nc2ccccc21,1
COC(=O)C1=C(C)N(c2cccc(C)c2)C(=O)/C1=C\c1ccc(O)cc1,-3
O=C1CCCc2oc3ccc(NS(=O)(=O)c4ccccc4)cc3c21,8
# (continued)
SMILES,ER stress death
C/C=C/C=C/C(=O)N1C(=O)C(=O)c2cc(Br)ccc21,-4
O=[N+]([O-])c1ccc2c(c1Nc1ccccc1)=NC1(CCCCC1)N=2,8
O=C(N/C(=C/c1cccs1)C(=O)N1CCOCC1)c1cccs1,-1
CCOC(=O)C1=C(C)NC(=O)CC1c1cc2c(cc1[N+](=O)[O-])OCO2 (stereo not drawn),8
COc1cccc(-n2c(C=C3C(=O)Nc4ccc(Br)cc43)nc3ccccc3c2=O)c1,-4
CCOC(=O)C1=C(C)NC(=O)NC1c1ccc(OC)cc1OC (stereo not drawn),4
O=C1C2C3C=CC(C4CC34)C2C(=O)N1c1ccc(Cl)cc1 (stereo not drawn),1
O=S(=O)(Nc1ccc(Cl)c2cccnc12)c1ccccc1,1
Cc1ccc(-c2nnc(Nc3ccc4c(c3)nc(C)n4C)c3ccccc23)cc1,-4
C=CCNC(=O)/C(=C\c1ccccc1)NC(=O)c1ccc(Cl)cc1Cl,0
CC(C)(Oc1ccc(CCNC(=O)c2ccc(-c3ccccc3)o2)cc1)C(=O)O,1
Cc1cc2oc(=O)cc(C)c2cc1NC(=O)COc1ccccc1C,5
CCn1c2ccccc2c2nnc(-n3nc(C)c(Cc4ccccc4)c3C)nc21,3
Cc1cccc(-c2cc(NC(=O)c3ccc(Br)cc3)n[nH]2)c1,7
Cc1ccccc1N1CCN(C(=S)c2ccc(OCc3ccccc3)cc2)CC1,-6
Nc1cccc(Nc2nc(OC(C(F)(F)F)C(F)(F)F)nc(OC(C(F)(F)F)C(F)(F)F)n2)c1,6
COc1ccc(NS(=O)(=O)c2ccc(N/C=C\C(=O)c3ccccc3)cc2)nn1,3
COC(=O)N1CCN(c2ccc([N+](=O)[O-])cc2)CC1,1
C/C(=N\Nc1nc(-c2ccc(C)cc2)nc2ccccc12)c1cccc([N+](=O)[O-])c1,8
O=C1NC(=S)N(c2ccccc2)C(=O)/C1=C/c1ccc(-c2ccc([N+](=O)[O-])cc2)o1,-9
Cn1c2nc(-[n+]3ccccc3)nc-2c([O-])n(C)c1=O,3
Cc1cc(Cl)ccc1OCC(=O)Nc1ccccc1O,-1
O=C(CSc1ncccc1C(=O)O)Nc1ccccc1,4
COc1cc(C2N(C)c3ccccc3N2C)cc(OC)c1OC,10
Cc1ccc(C)c(S(=O)(=O)NCc2ccccn2)c1,6
CCOc1cc(C=C2C(=O)NC(=S)N(CC)C2=O)ccc1O,2
O=C1C(Nc2cccc(C(F)(F)F)c2)=C(N2CCCCC2)C(=O)c2ccccc21,11
C/C(=N\NC(=O)c1c[nH]c2ccccc12)c1ccco1,1
Clc1ccc(N2CCN(N=Cc3ccc(Cl)c(Cl)c3)CC2)cc1,6
O=C(Cc1ccccc1)Nc1ccc(I)cc1Cl,-1
CCC(=O)NNC(=O)c1cc(=O)[nH]c2ccccc12,-3
O=S(=O)(Nc1ccc(O)c(-c2nc3ccccc3o2)c1)c1ccccc1,-1
COC(=O)c1ccccc1NC(=O)CN(c1ccc(OC)c(Cl)c1)S(C)(=O)=O,-1
Cc1c(Cl)cccc1NC(=O)C1(C)CC2c3ccccc3C1c1ccccc12 (stereo not drawn),0
COc1cccc(C(=O)Nc2nnc(CCS(=O)(=O)c3ccc(Br)cc3)s2)c1,6
CCOc1ccc(C(=O)Nc2cc(Cl)cc(Cl)c2)cc1Br,-1
Cc1cc(C)nc(SCC(=O)NCc2ccco2)n1,2
CCOC(=O)c1c(NC(=O)c2ccncc2)sc(C(C)=O)c1C,3
CCN(C(=O)c1sc(NC(=O)c2ccccc2F)c(C#N)c1C)C1CCCCC1,3
O=C1CSC(c2ccc3c(c2)OCO3)N1 (stereo not drawn),10
Cc1cc(C)n(-c2ccc(N3CCOCC3)nn2)n1,3
Cc1cc(C)c(OCCCCN2CCCC2)c(Cl)c1,-3
COc1ccccc1NC(=O)C(=O)NNC(=O)c1cccc(Cl)c1,12
CCOc1cccc(N2C(=O)/C(=C/c3cc(Br)c(O)c(OCC)c3)C(=O)NC2=S)c1,-1
CCOc1ccc(C2Nc3cccc4cccc(c34)N2)cc1OC,-16
O=C(O)COc1ccccc1C1OC2CCCCC2C2=CCCCC21 (stereo not drawn),11
COc1cc(C(=O)NN2C(=O)/C(=C/c3ccccc3)SC2=S)ccc1O,10
Cc1c(Cl)ccc2c(N=Nc3ccccn3)c(O)[nH]c12,-4
CC(=O)Nc1ncc(Cc2ccc(Cl)cc2Cl)s1,0
COC(=O)/C(=C/c1ccccc1)[N+](=O)[O-],4
O=C1C(Nc2cccc(Br)c2)=C(N2CCCCC2)C(=O)c2ccccc21,-1
Cc1ccc(OCC(=O)Nc2nccs2)c(C)c1,-8
CCOc1cc(Br)c(Br)c(/C=C2/SC(=O)NC2=O)c1O,3
CCOC(=O)CC(NC(C)=O)c1ccc([N+](=O)[O-])cc1 (stereo not drawn),2
